Compound activity from PubChem BioAssay.
TDP1 cell CPT: growth inhibition of DT40 Tdp1-/-;hTDP1 cells with camptothecin (screen for TDP1 inhibitors) | chicken DT40 Tdp1-/-;hTDP1 cells + 20 nM CPT, ATP luminescence, 48 h | Potency, µM (doses to about 46.2 µM), without a hit: at the top dose activity change, negative = growth inhibition, usual class: inhibitors | 12% of 420,000 active | AID 686979; also: nearly all actives have a fitted effect of over 55% in size
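Chicken DT40 Tdp1-/- cells complemented with human TDP1, 400 cells/well, exposed to compounds plus 20 nM camptothecin for at least 48 h at 37 C; viability read as ATP content by CellTiter-Glo luminescence.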
DT40 TDP1 no CPT: qHTS for Inhibitors of human tyrosyl-DNA phosphodiesterase 1 (TDP1): qHTS in cells in absence of CPT; 15% of 420,000 active; DT40 Tdp1-/- hTDP1 cells, no CPT, ATP luminescence, 48 h; AID 686978, 2013; Potency, µM (highest dose often 46.2 µM), for the others: at the top dose activity change, negative = growth inhibition, most hits filed as inhibitors; also: nearly all actives have a fitted effect of over 55% in size
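No-CPT arm: Tdp1-/-;hTDP1 DT40 cells (400/well) plus compounds, incubated ≥48 hr at 37 °C. Readout CellTiter-Glo luminescence.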
TDP1 inh: TDP1 (human) enzyme inhibition. AID 485290. recombinant TDP1, AlphaScreen DNA substrate cleavage. Potency, µM (series often up to 130 µM), inactives show at the highest dose activity change, negative = inhibition, hits mostly inhibitors. 0.28% of 350,000 active. Q9NUW8; also: nearly all actives have a fitted effect of over 40% in size
Target sequence (Q9NUW8 whole entry, looked up): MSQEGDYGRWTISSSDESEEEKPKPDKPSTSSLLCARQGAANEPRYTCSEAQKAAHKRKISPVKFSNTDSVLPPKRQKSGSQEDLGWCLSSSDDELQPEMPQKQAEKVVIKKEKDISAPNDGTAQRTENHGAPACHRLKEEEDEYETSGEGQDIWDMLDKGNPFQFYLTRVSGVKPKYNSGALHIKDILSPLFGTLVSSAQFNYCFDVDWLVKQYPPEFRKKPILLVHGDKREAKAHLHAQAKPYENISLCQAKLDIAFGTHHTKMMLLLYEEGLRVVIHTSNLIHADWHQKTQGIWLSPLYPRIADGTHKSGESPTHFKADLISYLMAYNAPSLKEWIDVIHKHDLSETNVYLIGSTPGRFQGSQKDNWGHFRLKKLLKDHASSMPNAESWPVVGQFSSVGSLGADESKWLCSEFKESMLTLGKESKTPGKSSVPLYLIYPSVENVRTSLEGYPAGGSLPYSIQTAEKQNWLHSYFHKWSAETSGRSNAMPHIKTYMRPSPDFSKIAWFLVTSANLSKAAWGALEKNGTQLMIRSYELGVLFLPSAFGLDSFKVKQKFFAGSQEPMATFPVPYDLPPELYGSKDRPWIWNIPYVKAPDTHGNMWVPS
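Enzyme-compound mixtures sat 15 min at room temperature, followed by a 5 min reaction with 15 nM final substrate and 10 min with AlphaScreen beads. Recombinant human Tdp1 was used at 1 nM final.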
Active calls of the source: *; ? = inconclusive; · = no result given; [ ] = dose if it differs, or a comment. Calls follow the shape of the dose curve; as a rule, active = well fitted curve in the direction sought with a large enough effect; inconclusive = small, poorly fitted or top-dose-only effect, or another doubt; inactive = no such curve, though single readings can be large; an effect the other way counts as inactive or inconclusive. % is scaled to controls: 0 for no effect and ±100 for the full control effect; potency is read from the fitted curve at half-maximal effect.

entry	SMILES	TDP1 cell CPT	DT40 TDP1 no CPT	TDP1 inh
1	O=C(NCc1ccccc1Cl)c1ccccc1CCc1ccccc1	?	16µM*	2%
2	O=C1C=C(c2cccc(O)c2)CCC1	2%	-1%	·
3	COc1ccc(S(=O)CC(=O)Nc2ccc(Cl)cc2Cl)cc1 (configuration not stated)	-5%	-18%	3%
4	O=C(Nc1ccc(C(F)(F)F)cc1)N1CCC(N2CCCCC2)CC1	?	-20%	4%
5	CC(C)(C)c1ccc(C(=O)N2CCCCCC2=O)cc1	-12%	-10%	-7%[56.1 µM]
6	CC(C(=O)Nc1ccccc1)C(=O)Nc1ccccc1	-1%	5%	·
7	Cc1ccc(CNC(=O)C2CCC(CNS(=O)(=O)c3ccc4c(c3)CCCC(=O)N4)CC2)cc1 (configuration not stated)	0%	-3%	-3%
8	O=C(c1cccnc1)N(Cc1ccccc1)C(=O)c1cccnc1	-2%	-2%	·
9	CC1CC(=O)N(c2ccc(C(C)C)cc2)C(=O)C1	8%	-6%	·
10	CCCCCOc1ccc(C(=O)N(Cc2ccco2)C2CCS(=O)(=O)C2)cc1 (configuration not stated)	?	?	3%
11	COc1c(/C=N/NC(=O)[C@H]2C[C@@H]2c2ccccc2)c(CCN(C)C(C)=O)cc2c1OCO2	-16%	-16%	·
12	CC(C)C(=O)Nc1sc2c(c1-c1nc3ccccc3[nH]1)CCCC2	?	?	4%

Limited to DT40 TDP1 no CPT (five entries from above):
nr	SMILES	DT40 TDP1 no CPT
3	COc1ccc(S(=O)CC(=O)Nc2ccc(Cl)cc2Cl)cc1 (configuration not stated)	-18%
4	O=C(Nc1ccc(C(F)(F)F)cc1)N1CCC(N2CCCCC2)CC1	-20%
5	CC(C)(C)c1ccc(C(=O)N2CCCCCC2=O)cc1	-10%
6	CC(C(=O)Nc1ccccc1)C(=O)Nc1ccccc1	5%
7	Cc1ccc(CNC(=O)C2CCC(CNS(=O)(=O)c3ccc4c(c3)CCCC(=O)N4)CC2)cc1 (configuration not stated)	-3%

Whole records, looked up by structure:
Record of Cc1ccc(CNC(=O)C2CCC(CNS(=O)(=O)c3ccc4c(c3)CCCC(=O)N4)CC2)cc1 (configuration not stated) = TDP1 cell CPT: 0%; DT40 TDP1 no CPT: -3%; TDP1 inh: -3%
Record of COc1c(/C=N/NC(=O)[C@H]2C[C@@H]2c2ccccc2)c(CCN(C)C(C)=O)cc2c1OCO2 = TDP1 cell CPT: -16%; DT40 TDP1 no CPT: -16%; TDP1 inh: ·

More entries.
entry	SMILES	TDP1 cell CPT	DT40 TDP1 no CPT	TDP1 inh
13	CCOC(=O)c1[nH]c(C)c(C(=O)N2CCN(c3cccc(Cl)c3)CC2)c1C	?	?	1%
14	COc1ccc(-c2nc3c(Cl)cc(C(F)(F)F)cn3c2Cc2cccc(Cl)c2)cc1OC	?	?	·
15	Cc1cc(C)nc(N2CCCC(C(=O)NC3CCCC3)C2)n1 (configuration not stated)	-30%	-7%	3%
16	CCOc1ccc2oc(C(=O)N3CCN(c4ccccc4OCC)CC3)c(C)c2c1	?	?	1%
17	Cc1ccc(NC(=O)Cc2ccc(Cl)cc2)cc1S(=O)(=O)N1CCCCCC1	?	?	-3%
18	CCC(C)[C@H]1COCCS(=O)(=O)N1Cc1ccc(C)cc1 (some centres not stated)	?	?	·
19	C=C1CC[C@@H]2[C@](C)(CO)[C@H](O)CC[C@@]2(C)[C@@H]1C/C=C1/C(=O)OCC1O (some centres not stated)	15µM*	8.2µM*	·
20	O=C(O)CC(NC(=O)COc1ccccc1)c1cccc([N+](=O)[O-])c1 (configuration not stated)	-22%	4%	2%
21	COCCNC(=O)/C(C#N)=C/c1c(F)cccc1Cl	?	10µM*	3%
22	COCCN(C(=O)COC(=O)c1ccc(Cl)s1)c1c(N)n(Cc2ccccc2)c(=O)[nH]c1=O	-6%	1%	5%
23	CSc1ncc(Cl)c(C(=O)N(Cc2ccc(C(C)C)cc2)C2CCS(=O)(=O)C2)n1 (configuration not stated)	?	?	0%
24	CN(C)Cc1c(O)ccc2c1O/C(=C\C=C\c1ccccc1)C2=O	-29%	-15%	·

Compounds listed so far that contain nitrogen in an aromatic ring, in the order listed:
entry	SMILES	TDP1 cell CPT	DT40 TDP1 no CPT	TDP1 inh
8	O=C(c1cccnc1)N(Cc1ccccc1)C(=O)c1cccnc1	-2%	-2%	·
12	CC(C)C(=O)Nc1sc2c(c1-c1nc3ccccc3[nH]1)CCCC2	?	?	4%
13	CCOC(=O)c1[nH]c(C)c(C(=O)N2CCN(c3cccc(Cl)c3)CC2)c1C	?	?	1%
14	COc1ccc(-c2nc3c(Cl)cc(C(F)(F)F)cn3c2Cc2cccc(Cl)c2)cc1OC	?	?	·
15	Cc1cc(C)nc(N2CCCC(C(=O)NC3CCCC3)C2)n1 (configuration not stated)	-30%	-7%	3%
22	COCCN(C(=O)COC(=O)c1ccc(Cl)s1)c1c(N)n(Cc2ccccc2)c(=O)[nH]c1=O	-6%	1%	5%
23	CSc1ncc(Cl)c(C(=O)N(Cc2ccc(C(C)C)cc2)C2CCS(=O)(=O)C2)n1 (configuration not stated)	?	?	0%

Additional entries follow:
entry	SMILES	TDP1 cell CPT	DT40 TDP1 no CPT	TDP1 inh
25	COc1ccc(C)cc1NC(=O)NCc1cccn1Cc1ccccc1	-19%	?	5%
26	Cc1c(C(=O)OC/C(O)=C(\C#N)c2nc3ccccc3[nH]2)oc2ccc(Br)cc12	-26%	?	·
27	Cc1cc(C)c(C#N)c(SCc2[nH]nc3c2C(c2ccc(F)cc2)C(C#N)=C(N)O3)n1 (configuration not stated)	-17%	-18%	8%
28	COCCN(Cc1ccccc1)C(=O)c1ccc(C(=O)c2ccccc2)cc1	?	?	0%
29	CCN(CC)C(=O)C1c2ccccc2Oc2ccccc21	?	?	5%
30	CCC(=NCCc1c(C)[nH]c2ccccc12)C1=C(O)CC(c2ccccc2)CC1=O (configuration not stated)	4.1µM*	2.9µM*	2%
31	Cc1c2c(nc3ccccc13)CC(C)(C)CC2=O	-25%	-20%	5%
32	CC(C)Cc1ccc(C(C)NC(=O)Cc2ccc(S(=O)(=O)N3CCOCC3)s2)cc1 (configuration not stated)	?	?	·
33	CCCCNC(=O)C1(C)CCN1C(=O)c1ccc(C)c(F)c1 (configuration not stated)	-5%	0%	·
34	Cn1c(COc2ccccc2)nnc1SCC(=O)Nc1ccc(S(N)(=O)=O)cc1	3%	3%	1%
35	COc1ccc(CNC(=O)c2cc3sccc3n2Cc2ccc(C)cc2)cc1	-28%	-64%	4%
36	NS(=O)(=O)c1ccc(N2C(=O)C(=O)/C(=C(/O)c3ccccc3)C2c2ccc(Cl)cc2)cc1 (configuration not stated)	-12%	1%	4%
37	O=C(CS(=O)(=O)Cc1ccccc1)Nc1ccc(S(=O)(=O)N2CCCCCC2)cc1	?	?	5%
38	CCCNC(=O)N[C@@H](CCSC)C(=O)OC	-18%	4%	0%
39	O=C(Nc1cscc1S(=O)(=O)c1ccc(Cl)cc1)c1ccccc1Cl	-11%	-19%	·
40	O=C(C/C=N\OCc1ccc([N+](=O)[O-])cc1)Nc1ccc(Br)cc1	-20%	-26%	5%
41	O=c1cc(CCc2ccccc2)oc2cccc(O)c12	-12%	-19%	·
42	CCCCC(=O)OCc1c(-c2ccccc2)ncc2ccccc12	5%	-12%	·
43	CC(NS(=O)(=O)c1ccc(OCC(=O)Nc2cccc([N+](=O)[O-])c2)cc1)c1ccccc1 (configuration not stated)	?	21µM*	5%
44	Cc1nc2ccc(NC(=O)N(C(C)C)C(C)C)cc2s1	-20%	-17%	-1%
45	CCOC(=O)[C@@H]1[C@H]2COc3ccc(Br)cc3[C@H]2N2C(=O)N(c3ccc(Cl)cc3)C(=O)[C@]12C	?	9.2µM*	1%
46	C=CCn1c(C)cc(C(=O)COC(=O)C2CC(=O)N(CCc3ccc(OC)c(OC)c3)C2)c1C (configuration not stated)	-21%	-27%	4%
47	Cc1ccc(C)c(-c2cc(C(=O)Nc3nccs3)c3ccccc3n2)c1	?	?	4%
48	COc1ccc2nc(SCC(=O)O)nc(C)c2c1	-2%	-4%	-7%
49	COc1ccccc1CNC(=O)c1ccc(NC(=O)CC2SC(N3CCCC3)=NC2=O)cc1 (configuration not stated)	-9%	3%	4%
50	COc1ccc(S(=O)(=O)N2CCC(C(=O)N3CCCCC3)CC2)cc1Cl	?	-27%	2%
51	COc1ccccc1C(c1c(O)cc(C)n(Cc2ccco2)c1=O)N1CCCCC1 (configuration not stated)	-21%	3%	3%
52	Cc1ccc(/C=N/NC(=O)c2nnn(-c3nonc3N)c2CNc2ccccc2)cc1	?	?	1%
53	Cn1c(SCC(=O)Nc2cccc(F)c2)nnc1-c1cc2ccccc2o1	-11%	-22%	2%
54	CCCCC1C(=O)CC[C@H]2[C@@H]1CC(=O)[C@@H]2C/C=C\CCCC(=O)O (some centres not stated)	?	21µM*	-5%
55	Oc1ccc(F)cc1-c1cc(-c2ccc3c(c2)OCCO3)n[nH]1	-25%	?	7%
56	CC(C)(C)OC(=O)N1CCC(c2c(C(=O)N3CCN(c4ccccc4)CC3)cnn2-c2ccccc2)CC1	?	16µM*	-1%
57	COC(=O)c1cnc(SC)nc1C	-20%	1%	3%
58	COc1ccc(NS(=O)(=O)c2ccc(-c3ccccn3)s2)cc1	?	?	·
59	COC(=O)C1=C[C@@H](C(=O)OC)[C@@H]2C3=C(C(=O)[C@]2(C)NC(=O)c2ccccc2)[C@H](C)n2c(=O)n(C)c(=O)n2[C@@H]3C1	1%	9%	·
60	O=C1Cc2ccccc2C(=O)N1	1.5µM*	1.2µM*	·

Three structures from above, arranged by formula weight, rising:
entry	SMILES	TDP1 cell CPT	DT40 TDP1 no CPT	TDP1 inh
28	COCCN(Cc1ccccc1)C(=O)c1ccc(C(=O)c2ccccc2)cc1	?	?	0%
30	CCC(=NCCc1c(C)[nH]c2ccccc12)C1=C(O)CC(c2ccccc2)CC1=O (configuration not stated)	4.1µM*	2.9µM*	2%
10	CCCCCOc1ccc(C(=O)N(Cc2ccco2)C2CCS(=O)(=O)C2)cc1 (configuration not stated)	?	?	3%

Further records:
entry	SMILES	TDP1 cell CPT	DT40 TDP1 no CPT	TDP1 inh
61	COc1ccc(CC(=O)NC2CC2)cc1OC	-3%	-3%	·
62	Cc1cc(=O)c(C(=O)O)cn1-c1ccc(C(C)C)cc1	-13%	-25%	-1%
63	COCCn1c(COc2ccc(Cl)cc2)nnc1SCC(N)=O	-6%	-4%	3%
64	Cn1c(=S)[nH]c2cc(C(=O)N3CCN(Cc4cccs4)CC3)ccc2c1=O	?	?	·
65	Cc1ccc(NC(=O)c2oc3ccccc3c2NC(=O)C2CC2)cc1	-6%	3%	3%
66	Cc1ccc(-n2nc(C)c(C(=O)Nc3cccc(C(=O)NC4CC4)c3)n2)c(C)c1	12µM*	8.2µM*	2%
67	COc1cccc(N2CCN(c3ccc4nnc(CCC(=O)Nc5ncccc5C)n4n3)CC2)c1	-25%	-15%	2%
68	COC1CCN(C(=O)c2cc(COc3cc(C)ccc3C)on2)CC1	?	?	·
69	Cc1ccc(/C=C/S(=O)(=O)NCCC(=O)NCc2ccccc2F)cc1	-2%	-26%	3%
70	O=C(COc1ccc(Cl)cc1)NCc1nnc(SCC(=O)Nc2ccc(F)cc2F)o1	13µM*	6%	5%
71	COc1ccccc1NC(=O)Oc1ccc(NC(=O)c2ccco2)cc1	2%	-7%	-6%
72	O=c1cnc2cnc(Oc3cccc(Cl)c3)nc2n1C[C@H]1CCCO1	?	-17%	·
73	COc1cc2c(cc1OC)C(c1ccccc1)N(C(=O)c1ccccc1)CC2 (configuration not stated)	?	?	·
74	Cc1ccc(C(=O)N/C(=C/c2ccco2)C(=O)OCN2C(=O)c3ccccc3C2=O)cc1	-22%	-16%	1%
75	Cc1cc(C)n2nc(C(=O)N(C)c3c(N)n(Cc4ccccc4)c(=O)[nH]c3=O)nc2n1	-7%	-14%	-10%[0.505 µM]
76	O=C(CSCc1ccccc1)N1CCN(Cc2ccc3c(c2)OCO3)CC1	?	?	3%

Rows were taken by chance; overall some 18% were active at least once.
